Screens (PubChem)
yeast rad50: NCI yeast anticancer drug screen, S. cerevisiae rad50 strain; growth inhibition, % at 50 µM; 79,000 tested, 10% active;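 also: 0% = growth of vehicle-only cultures of the same strain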
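Compounds were tested on a yeast strain with an engineered DNA damage repair alteration; the reported value is growth inhibition normalised to vehicle treatment.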
sgs1 mgt1: NCI yeast anticancer drug screen, S. cerevisiae sgs1 mgt1 strain; AID 161, 2004; 78,000 tested, 10% active; % growth inhibition at 50 µM;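 also: 0% = growth of vehicle-only cultures of the same strain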
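Read-out: growth inhibition vs vehicle controls. Cells: mutant yeast strain deficient in DNA damage repair.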
cln2 rad14: NCI yeast anticancer drug screen, S. cerevisiae cln2 rad14 strain | growth inhibition, % at 50 µM | 78,000 tested, 8.3% active | AID 165, 2004;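 also: 0% = growth of vehicle-only cultures of the same strain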
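cln2 rad14 yeast strain; compound exposure; growth inhibition read vs vehicle controls.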
mec2-1: NCI yeast anticancer drug screen, S. cerevisiae mec2-1 strain; AID 157, 2004; 79,000 tested, 9% active; growth inhibition, % at 50 µM;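 also: 0% = growth of vehicle-only cultures of the same strain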
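Readout is yeast growth inhibition, normalised to vehicle-treated controls, in the mec2-1 strain exposed to compound.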
yeast bub3: NCI yeast anticancer drug screen, S. cerevisiae bub3 mutant strain; 78,000 tested, 9.9% active; growth inhibition, % at 50 µM; AID 167, 2004;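 also: 0% = growth of vehicle-only cultures of the same strain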
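Screening used yeast with an engineered genetic alteration affecting cell cycle control. Compound-exposed cultures were compared with vehicle cultures, and reduced growth was taken as inhibition.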
yeast mlh1 rad18: NCI yeast anticancer drug screen, S. cerevisiae mlh1 rad18 strain; growth inhibition, % at 50 µM; 79,000 tested, 11% active;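 also: 0% = growth of vehicle-only cultures of the same strain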
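Read-out is yeast growth inhibition, calculated against vehicle-only controls. The compound was applied to a strain engineered with DNA damage repair alterations.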
Active calls of the source: *; . = no result given; & = joins results of further samples. Rule as the data show it: active = growth inhibition above about 70%; inactive = the rest.

Order of results: yeast rad50	mec2-1	yeast bub3	sgs1 mgt1	cln2 rad14	yeast mlh1 rad18
[1] COC(=O)c1ccc(SCCC2(COS(C)(=O)=O)OCCO2)cc1
  19	-17	1	1	19	-4
[2] CCOC(=O)C(C)(/C=N/NS(=O)(=O)c1ccc(C)cc1)c1ccccc1 (stereo not given)
  5	11	16	9	6	14
[3] Nc1ccccc1CC(c1c[nH]c2ccccc12)c1c[nH]c2ccccc12
  94*	95*	93*	94*	90*	94*
[4] COc1c(OC2OC(CO)C(O)C(O)C2O)cc2occ(-c3ccc4c(c3)OCO4)c(=O)c2c1O (stereo not given)
  24	-10	12	-10	5	19
[5] COc1cccc2c(SCC(=O)Nc3ccccc3-c3ccccc3NC(=O)CSc3c4ccccc4nc4c(OC)cccc34)c3ccccc3nc12
  -2	3	-2	-16	-36	-29
[6] O=C(CCCCCCCCC(=O)OCCCn1cc(C(=O)NC(=O)OCc2ccccc2)c(=O)[nH]c1=O)OCCCn1cc(C(=O)NC(=O)OCc2ccccc2)c(=O)[nH]c1=O
  -29	-42	-24	-26	2	-37
[7] CCN(CC)CC(=O)Nc1ccc2c(c1)C(=O)c1ccc(NC(=O)CN(CC)CC)cc1C2=O
  22	8	-1	-4	16	-8
[8] COc1cc2[nH]c3c(c2cc1OC)CCN[C@@]31CC[C@@]2(CC3c4c(cc(OC)c(O)c42)CCN3C)C[C@@H]1OC (stereo not given in full)
  -15	-24	-35	-37	1	-10
[9] Clc1ccc2noc(-c3ccccc3)c2c1
  23	3	1	4	1	24
[10] COc1cc(/C=C2\C=Nc3ccccc32)ccc1O
  28	24	40	38	20	36
[11] CC(C)N(/C(F)=N\C(=O)Nc1ccccc1C(F)(F)F)C(C)C
  1	-17	16	-18	21	-5
[12] C1CN(C23OC4(N5CCOCC5)C5C6CC(C7C6C4C72)C53)CCO1 (stereo not given)
  -19	-3	0	-4	-43	-11
[13] CC1CC=CCC1C(=O)O (stereo not given)
  10&36	29&-17	-4&33	-5&-10	-41&-8	10&10
[14] CCCCCCCCCCCC(=O)c1c(O)cc(C)oc1=O
  -19	-8	2	-27	4	4
[15] CN(C)CCNC(=O)c1cccc2nc3c(C(=O)NCCN(C)C)cccc3nc12
  -12	-20	-34	-47	-34	-41
[16] COc1ccc(/C(=N\NC(=O)NN)C(c2ccc(OC)cc2)C2(O)C(=O)Nc3c(Cl)cc(Cl)cc32)cc1 (stereo not given)
  6	-8	9	-57	-17	-10
[17] CCNc1ncnc2ncn(C)c12
  19	-7	15	15	13	0
[18] COc1ccc(-c2c(C#N)cc(OC)c(OC)c2OC)c(C=O)c1
  43	32	75*	41	80*	76*
[19] c1ccc(C2=C(c3ccccc3)OC(c3ccccc3)=C(c3ccccc3)O2)cc1
  1	3	-4	15	24	17
[20] CN1CCN(C2c3ccccc3OC(C)(C)C2O)CC1 (stereo not given)
  -24	-14	-16	-15	-26	9
[21] C=CCOc1ccc(Cl)cc1Br
  -2	-5	-3	-3	-47	-8
[22] COc1ccc(/C=C2/CCOC2=O)cc1
  44	19	-3	11	-9	29
[23] O=Cc1cccc(OCc2ccccc2)c1
  12	13	11	1	-17	11
[24] CCOC(=O)CN
  0	8	-2	2	0	14
[25] Cc1ccc(-c2c(C#N)c(S)n(NS(=O)(=O)c3ccccc3)c(=O)c2C#N)cc1
  60	80*	71*	84*	29	76*
[26] CC[N+](C)(CC)CCOC(=O)C(c1ccccc1)C(O)C1CC=CCC1 (stereo not given)
  7	-6	-1	-6	-31	2
[27] CCOC(=O)C(O)Cc1cnc2ccccc2n1 (stereo not given)
  -1	-13	-11	-12	-13	8
[28] CCCCCCCCNC=O
  26	11	13	9	1	21
[29] CCOC(=O)C(F)(F)C(F)(F)C(F)(F)C(=O)OCC
  17	-38	5	7	10	16
[30] C#Cc1cccc(N=Cc2cc(Cl)cc(C)c2O)c1
  16	11	38	36	10	34
[31] COc1ccccc1NC(=O)C(=O)C(C#N)CC(C)(C)C=O (stereo not given)
  -38	-9	-41	-36	-4	-12
[32] O=c1oc2cc(O)ccc2c2[nH]c3cc(O)ccc3c12
  -14	-4	-38	-54	-14	-43
[33] Cc1c([N+](=O)[O-])ccn1C
  -2	11	7	-6	9	-4
[34] COC1=CC(=O)/C(=C(O)/C=C/c2ccccc2)C(=O)C1(C)C
  3	-2	15	17	-2	29
[35] OCc1ccccc1N=Cc1ccccc1O
  7	-6	5	5	51	21
[36] COc1cc2c(cc1OC)-c1c(C)c3ccc(OC)c(NCCO)c3c[n+]1CC2
  -43	-10	0	-30	-17	-8
[37] O=S(=O)(Cc1ccccc1)NC1C(O)OCC(O)C1O (stereo not given)
  0	-14	-7	-7	-31	-16
[38] CC(C)C1CCC(C)(C(=O)Oc2ccccc2-c2ccccc2)C1 (stereo not given)
  13	23	22	10	-12	14
[39] COc1cc(OC)c(OC)cc1/C=C\c1ccnc2ccccc12
  34	37	63	88*	41	.
[40] c1ccc(C2(c3ccccc3)c3ccccc3-c3ccccc32)cc1
  -16	17	-27	20	-18	2
[41] S=c1sc2ccccc2n1CN1CCN(Cc2ccccc2)CC1
  -48	-58	-15	-31	11	-57
[42] COc1ccc(NNc2ccc(OC)cc2)cc1
  1	8	-5	-5	18	-10
[43] Oc1[nH]c2ccccc2c1N=NC(=S)Nc1cccc(Cl)c1
  0	4	24	56	35	15
[44] CC1CC(CC(=O)O)(C(=O)O)CC(C)O1 (stereo not given)
  -1	-4	7	-4	20	1
[45] NNC(=O)c1ccc[n+](CCc2ccccc2)c1
  -1	-9	-30	-34	-34	-6
[46] O=C(OCc1cccc2ccc3cccc(COC(=O)c4ccccc4)c3c12)c1ccccc1
  0	-1	-3	9	-4	9
[47] Clc1ccnc2ccccc12
  4	-10	12	9	9	15
[48] CCOC(=O)CCC(Cl)(Cl)Cl
  14	-10	-8	-1	-39	9
[49] CCCCc1nc2ccc(C)cc2[nH]1
  -23	-24	-11	-9	-12	-3
[50] Cc1ccc(C(=O)C2=CN=C3C(=O)N(c4ccccc4)N(C)C3(C)C2=N)cc1 (stereo not given)
  -5	37	5	11	1	36

Quoted at random: 7 records from the list
Order of results: yeast rad50	mec2-1	yeast bub3	sgs1 mgt1	cln2 rad14	yeast mlh1 rad18
[48] CCOC(=O)CCC(Cl)(Cl)Cl
  14	-10	-8	-1	-39	9
[42] COc1ccc(NNc2ccc(OC)cc2)cc1
  1	8	-5	-5	18	-10
[43] Oc1[nH]c2ccccc2c1N=NC(=S)Nc1cccc(Cl)c1
  0	4	24	56	35	15
[45] NNC(=O)c1ccc[n+](CCc2ccccc2)c1
  -1	-9	-30	-34	-34	-6
[44] CC1CC(CC(=O)O)(C(=O)O)CC(C)O1 (stereo not given)
  -1	-4	7	-4	20	1
[46] O=C(OCc1cccc2ccc3cccc(COC(=O)c4ccccc4)c3c12)c1ccccc1
  0	-1	-3	9	-4	9
[41] S=c1sc2ccccc2n1CN1CCN(Cc2ccccc2)CC1
  -48	-58	-15	-31	11	-57

Returning to the listing, starting 2 compounds before the break.
Order of results: yeast rad50	mec2-1	yeast bub3	sgs1 mgt1	cln2 rad14	yeast mlh1 rad18
[49] CCCCc1nc2ccc(C)cc2[nH]1
  -23	-24	-11	-9	-12	-3
[50] Cc1ccc(C(=O)C2=CN=C3C(=O)N(c4ccccc4)N(C)C3(C)C2=N)cc1 (stereo not given)
  -5	37	5	11	1	36
[51] CCCCOC(=O)CSSCC(=O)OCCCC
  91*	92*	.	.	.	90*
[52] CCOCC1c2ccccc2CCN1Cc1c[nH]c2ccccc12 (stereo not given)
  10	-21	1	-3	-5	-5
[53] Cc1cccc(NC(=O)CC(=O)N2N=C(N3c4ccccc4Sc4ccccc43)CC2c2ccccc2)c1 (stereo not given)
  -2	-6	-5	-10	-10	-42
[54] CCCCCCCCNCCCCCCCC
  100*	100*	100*	99*	99*	99*
[55] O=C(O)CC1CCC2CC(O)c3cccc1c32 (stereo not given)
  -1	-8	-9	-10	-21	-4
[56] CC1=CC2C(C(C)C)CC1C1C(=O)OC(=O)C21 (stereo not given)
  87*	77*	71*	14	13	76*
[57] C=CC1C2=C(C(=O)NCC2)C2OC(O)C3=C(CCNC3=O)C2C1C (stereo not given)
  11	3	0	26	9	21
[58] CC1=COC(=O)c2ccccc2N1
  15	2	6	-7	15	6
[59] CCOC(CN(C)C(=S)Nc1cccc2ccccc12)OCC
  -27	-30	-7	-2	-6	-13
[60] Cc1ccccc1N=Nc1c(C)nc(N)nc1-c1ccccc1
  1	9	-14	6	-13	12
[61] O=S(=O)(c1ccc(OCCOc2ccc(S(=O)(=O)N3CCOCC3)cc2)cc1)N1CCOCC1
  1	8	3	13	-15	-14
[62] COC(=O)CCC(=O)Nc1c(C)cccc1C(C)C
  -9	22	-13	-16	43	-16
[63] COc1cc(C2NC(=O)C(C)(C)O2)cc(OC)c1OC (stereo not given)
  -2	-10	5	-9	-18	-37
[64] CC(=O)/C=C/C1C(C)=CCCC1(C)C (stereo not given)
  17	-8	3	-3	-2	1
[65] CCCCC(CCC)(CCC)CCN
  -4	2	10	-8	-9	-7
[66] Cc1nc2ccccc2nc1N1C(=O)c2ccccc2C1=O
  8	-1	-38	11	-21	10
[67] O=C(Cc1ccccc1)Nn1c(-c2ccccc2)nc2ccccc2c1=O
  -20	-8	5	-19	5	-19
[68] CSC1(C)CC2C(CC1N1CCCCC1)C2(C)C (stereo not given)
  -28	-16	-24	-46	6	-36
[69] CC(C)(C)C(OC(=O)Cc1ccccc1)c1ccc2c(c1)OCO2 (stereo not given)
  -9	-3	51	2	-3	-12
[70] CS(=O)CC1=NC(=N)N=C1CS(C)=O (stereo not given)
  -10	-11	3	12	-22	6
[71] CCOC(=O)C(NC(=O)CC(C)C)(Nc1ccc(S(=O)(=O)Nc2nc(C)cc(C)n2)cc1)C(F)(F)F (stereo not given)
  -26	-43	-28	24	-33	-20
[72] COc1ccc(/C=N/n2c(C)nc3c(sc(=S)n3-c3ccccc3)c2=O)cc1
  14	47	47	11	8	11
[73] C=C1c2[nH]c3ccccc3c2C2C(CC)C1CCN2C (stereo not given)
  -30	-48	-38	-28	0	-52
[74] C[N+](C)(C)CCC[N+]1(C)CC2C3CCCCC3=C3CCCCC3C2C1 (stereo not given)
  -6	16	2	-1	6	-4
[75] O=C1OC(c2ccccc2)(c2ccc(-c3ccccc3O)cc2)c2ccccc21 (stereo not given)
  94*	95*	95*	93*	93*	94*
[76] Nc1ccc([N+](=O)[O-])c(N)c1
  40	11	31	13	18	24
[77] c1ccc2[nH]c(-c3nc4ccccc4s3)cc2c1
  -4	-4	-12	0	-60	1
[78] CC1OC(n2ccc(=O)[nH]c2=O)C=C(OC(=O)c2ccccc2)C1=O (stereo not given)
  12	-12	-10	-11	-7	3
[79] CC1OC(OC2C(OC3CCC4(C)C(CCC5(C)C4CC=C4C6CC(C)(C)CCC6(CO)C(O)CC45C)C3(C)C)OC(C(=O)O)C(OC3OC(COC4OC(CO)C(O)C(O)C4O)C(O)C(O)C3O)C2O)C(O)C(O)C1O (stereo not given)
  93*	94*	93*	94*	92*	93*
[80] COC(=O)c1nsc(OC)c1Cl
  22	-12	24	16	9	50
[81] CCCC1C(CC)C=NN1Cc1ccccc1 (stereo not given)
  -6	-16	-3	12	-12	2
[82] Cc1ccc(C(=O)/C=C/c2ccc(Cl)c(Cl)c2)c(C)c1
  32	21	22	46	29	32
